High-throughput results as filed in PubChem.
pPAFAH FP inh – pPAFAH (human) enzyme inhibition; inhibition, % at 3.39 µM; hit rate 1.5% among 330,000; AID 463082; Q13093; recombinant pPAFAH, FP-rhodamine probe fluorescence polarization;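 active = inhibition above the mean inhibition across the screen plus 3 SD, cut at about 25% in these data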;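 also: inhibitors block binding of the rhodamine activity-based probe so polarization drops; 0% = enzyme with DMSO and 100% = wells lacking pPAFAH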
LYPLA1 inh – counter-screen for PME1 inhibitors: inhibitors of human LYPLA1. O75608. hit rate 0.16% among 320,000. recombinant LYPLA1, FP-Rh probe fluorescence polarization. inhibition, % at 5.9 µM;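 active = inhibition above the mean of all tested compounds plus 3 SD, set per campaign, cut at about 14% in these data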;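 also: inhibitors block serine hydrolase probe labeling of LYPLA1 so polarization falls; 0% = enzyme with DMSO and 100% = wells lacking LYPLA1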
Target sequence (O75608 whole entry, looked up): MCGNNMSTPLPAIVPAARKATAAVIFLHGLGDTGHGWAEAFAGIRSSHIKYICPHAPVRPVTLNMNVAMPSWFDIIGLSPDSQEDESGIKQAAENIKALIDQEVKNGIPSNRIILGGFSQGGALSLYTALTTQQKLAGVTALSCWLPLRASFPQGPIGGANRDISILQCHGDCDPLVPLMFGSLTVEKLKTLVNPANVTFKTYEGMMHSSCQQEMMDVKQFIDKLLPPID
PAD4 FP inh – PAD4 (human) enzyme inhibition. Q9UM07. recombinant PAD4, RCA probe fluorescence polarization. inhibition, % at 6.36 µM. hit rate 0.41% among 330,000. AID 485272;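 active = percent inhibition above a cutoff equal to the mean of all tested compounds plus 3 SD, cut at about 15% in these data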;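 also: 0% = PAD4 with RCA probe and DMSO and 100% = probe without PAD4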
PAFAH1B3 FP inh – blocks human PAF acetylhydrolase 1B catalytic subunit 3; Q15102; inhibition, % at 3.39 µM; AID 492972; hit rate 0.28% among 340,000; recombinant PAFAH1B3, FP-rhodamine probe, fluorescence polarization;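 active = inhibition above the screen-wide average of all tested compounds plus 3 SD, cut at about 25% in these data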;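 also: 0% = enzyme with DMSO only and 100% = wells lacking PAFAH1B3 protein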
Target sequence (Q15102 whole entry, looked up): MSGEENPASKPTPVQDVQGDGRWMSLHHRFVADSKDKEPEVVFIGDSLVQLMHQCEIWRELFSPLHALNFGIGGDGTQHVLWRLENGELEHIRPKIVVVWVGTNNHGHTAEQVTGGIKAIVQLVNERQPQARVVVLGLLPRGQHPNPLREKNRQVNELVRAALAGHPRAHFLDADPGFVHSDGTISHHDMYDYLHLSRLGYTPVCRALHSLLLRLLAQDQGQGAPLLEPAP
GSTO1 counter – counter-screen for RBBP9 inhibitors: inhibitors of human GSTO1 | P78417 | recombinant GSTO1, activity-based probe fluorescence polarization | hit rate 1.1% among 300,000 | inhibition, % at 5.96 µM;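 active = inhibition above the campaign mean inhibition plus 3 SD, cut at about 35% in these data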;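 also: 0% = GSTO1-1 with DMSO and 100% = wells lacking GSTO1-1 enzyme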
Fam108B inh – Fam108B inhibition, counter-screen for RBBP9 inhibitors. hit rate 0.33% among 300,000. inhibition, % at 9.51 µM. recombinant Fam108B, FP-Rh probe fluorescence polarization;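 active = inhibition above the screen mean inhibition plus 3 SD, computed separately per campaign, cut at about 18% in these data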;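 also: inhibitors lower polarization as less probe binds the enzyme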
PME-1 inh – blocks human protein phosphatase methylesterase 1 | recombinant PME-1, FP-Rh probe fluorescence polarization | inhibition, % at 5.9 µM | hit rate 0.53% among 320,000 | Q9Y570;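 active = inhibition above the campaign mean of all compounds plus 3 SD, cut at about 26% in these data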;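 also: competitive labeling of PME-1 active site by serine hydrolase directed probe; 0% = PME-1 with DMSO and 100% = wells lacking PME-1 enzyme; inhibitors block probe labeling so polarization falls and inhibition rises; many of its hits are not listed in these tables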
Target sequence (Q9Y570 whole entry, looked up): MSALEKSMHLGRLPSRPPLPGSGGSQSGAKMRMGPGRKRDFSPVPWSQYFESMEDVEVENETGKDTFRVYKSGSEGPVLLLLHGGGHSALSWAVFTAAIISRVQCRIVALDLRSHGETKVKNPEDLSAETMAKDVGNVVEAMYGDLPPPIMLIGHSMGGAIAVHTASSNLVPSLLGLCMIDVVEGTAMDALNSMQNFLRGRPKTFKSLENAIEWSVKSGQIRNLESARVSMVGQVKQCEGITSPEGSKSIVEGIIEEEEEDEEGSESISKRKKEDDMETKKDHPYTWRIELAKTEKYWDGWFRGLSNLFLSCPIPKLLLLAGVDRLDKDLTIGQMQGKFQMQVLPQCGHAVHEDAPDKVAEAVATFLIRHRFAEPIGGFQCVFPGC
PAFAH2 FP inh – inhibitors of human PAFAH2. Q99487. recombinant PAFAH2, FP-rhodamine activity probe, fluorescence polarization. inhibition, % at 3.39 µM. AID 492956. hit rate 0.99% among 340,000;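 active = inhibition above the mean over all tested compounds plus 3 SD, cut at about 30% in these data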;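 also: inhibitors block probe labeling of enzyme so polarization drops; 0% = enzyme with DMSO and 100% = wells lacking PAFAH2 protein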
PAFAH1B2 inh – inhibitors of human PAFAH1B2 | AID 492953 | hit rate 1.2% among 340,000 | P68402 | recombinant PAFAH1B2, FP-rhodamine activity probe, fluorescence polarization | inhibition, % at 3.39 µM;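 active = inhibition above the mean of all tested compounds plus 3 SD, cut at about 24% in these data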;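 also: 0% = enzyme with DMSO and 100% = wells lacking PAFAH1B2; many of its hits are not listed in these tables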
Target sequence (P68402 whole entry, looked up): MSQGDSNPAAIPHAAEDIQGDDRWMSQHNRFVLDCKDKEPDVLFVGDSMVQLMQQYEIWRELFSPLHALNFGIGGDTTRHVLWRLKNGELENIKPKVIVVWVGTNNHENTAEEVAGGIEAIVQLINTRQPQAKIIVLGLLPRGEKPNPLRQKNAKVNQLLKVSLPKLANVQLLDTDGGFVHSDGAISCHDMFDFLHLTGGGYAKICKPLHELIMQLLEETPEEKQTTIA
Active calls of the source: *; . = no result given; & = joins results of further samples.

entry	mol	pPAFAH FP inh	LYPLA1 inh	PAD4 FP inh	PAFAH1B3 FP inh	GSTO1 counter	Fam108B inh	PME-1 inh	PAFAH2 FP inh	PAFAH1B2 inh
1	CC1=C(C(=O)Nc2cccnc2)C(c2ccc3c(c2)OCO3)C2=C(CCCC2=O)N1 (centres undefined)	2	0	0	4	-5	1	0	0	7
2	Cc1ccccc1NS(=O)(=O)c1ccc(F)cc1	9	-3	0	3	1	-2	2	4	3
3	Cc1cccc(NC(=O)CN(C)C(=O)C2CCCC2)c1C	-7	0	-7	10	.	.	-4	-4	0
4	Cc1cc(C)nc(SCC(=O)N/N=C/C=C/c2ccccc2)n1	-3	2	1	8	1	3	-1	6	6
5	Cc1ccc(NC(=S)N(CCCN(C)C)Cc2cc3cc4c(cc3[nH]c2=O)OCO4)cc1	2	3	3	8	4	3	-2	-1	-4
6	CCCCCNCc1ccc(Cl)cc1	0	0	-2	14	0	0	4	3	3
7	O=C(Nc1cccnc1)c1cccnc1	-1	2	-8	-8	0	-2	5	3	-2
8	Cc1cc(C)cc(Nc2nc(-c3ccc(S(=O)(=O)N4CCCC4)cc3)cs2)c1	10	-14	-3	0	-8	24*	16	-8	-1
9	Cn1ccnc1C1CCCCN1Cc1nc(Cc2ccccc2F)no1 (centres undefined)	-3	3	1	-3	7	-2	-1	-2	1
10	COc1ccccc1Oc1nnnn1-c1ccc(C(N)=O)cc1	6	-5	3	5	4	4	-5	-1	2
11	CCOc1ccc(NC(=O)COC(=O)c2n[nH]c3ccccc23)cc1	-3	.	-1	13	.	.	.	62*	7
12	CC1CCCN(Cc2cccc(Oc3ccccc3)c2)C1 (centres undefined)	0	-1	-3	4	-1	2	0	-2	1
13	COC(=O)c1ccccc1NC(=O)C1CC(=O)N(c2ccc(C)cc2)C1 (centres undefined)	0	4	4	4	-1	0	-1	2	4
14	CCOC(=O)C1CCN(C(=O)CN(c2ccc(Cl)c(C(F)(F)F)c2)S(C)(=O)=O)CC1	5	5	2	1	-2	1	3	0	-1
15	Cc1cc(C(=O)C(C)OC(=O)c2ccc(NC(=O)CC#N)cc2)c(C)n1-c1ccccc1 (centres undefined)	-19	-26	-7	-10	-55	-15	-24	-19	-8
16	CC(C)NC(=S)N/N=C1\CCCCC1C1CCCCC1 (centres undefined)	8	0	7	7	4	4	2	5	29*
17	COc1cccc(NC(=O)CN(C)C(=O)Cn2cnc3ccccc3c2=O)c1	-3	-1	-4	6	-5	0	5	5	0
18	Nc1ccc(S(N)(=O)=O)cc1N	11	-4	0	8	-1	5	8	1	4
19	CCCN(CCC)Cc1cc(=O)oc2cc3c(cc12)CCC3	9	0	-1	6	5	4	-2	8	4
20	S=C(NC1CCCC1)N1CCN(c2ccccn2)CC1	-1	0	-3	-1	3	0	-8	2	-1
21	COc1cccc2cc(CC(=O)c3ccccc3)c(=O)oc12	5	-1	0	4	0	0	-4	2	6
22	Cc1cc(C)c2nc(N3CCC(C(=O)NCc4cccnc4)CC3)sc2c1	5	-2	-3	2	2	0	8	5	9
23	CCOC(=O)C(=CNNc1ccsc1C(=O)OC)C(=O)OCC	3	-2	-1	0	-3	1	-2	-1	1
24	COc1ccc(-c2noc(CN3CCOCC3)n2)cc1OC	0	0	-8	4	-8	2	2	-3	-2
25	CCc1cccc(NC2c3ccccc3C(=O)N2c2cccnc2)c1 (centres undefined)	9	4	-3	0	3	5	3	5	4

The list continues:
entry	mol	pPAFAH FP inh	LYPLA1 inh	PAD4 FP inh	PAFAH1B3 FP inh	GSTO1 counter	Fam108B inh	PME-1 inh	PAFAH2 FP inh	PAFAH1B2 inh
26	Cc1ccc2oc(=S)n(C)c2c1	2	2	-4	5	-4	1	-3	3	4
27	O=C(OCC#CCSc1nnc(-c2cccc3ccccc23)o1)c1ccc(Cl)cc1	-9	.	-2	-9	.	.	.	2	9
28	O=C(c1ccc(=O)[nH]c1)N1CCN(S(=O)(=O)c2ccc3ccccc3c2)CC1	-1	-1	2	6	.	.	6	5	0
29	CCO[C@@H]1OC(C(N)=O)=C[C@H](c2ccccc2)[C@H]1CCCO	2	2	-1	1	5	-6	6	2	-3
30	CCN(CC)C(=O)[C@H]1C[C@H](CC(=O)NCc2ccc(OC)c(OC)c2)C(=O)N2CCc3c([nH]c4ccc(Cl)cc34)[C@]12C	3	.	-2	6	.	.	.	3	1
31	O=C(CCn1c(=S)oc2ccccc21)Nc1ccccc1F	-7	-2	4	4	5	-1	4	1	1
32	Cc1nc2scc(C)n2c(=O)c1S(=O)(=O)Nc1ccc(N2CCOCC2)c(Cl)c1	-1	1	-2	1	6	0	-3	-1	-3
33	Cn1c(N)c(C(=O)COC(=O)COc2ccc3ccccc3c2)c(=O)n(C)c1=O	-3	-1	1	-7	0	-2	-3	-2	-2
34	c1ccc(-c2nc3ccccc3nc2N2CCOCC2)cc1	6	1	-8	-2	-1	-2	-4	-5	0
35	CCN1C(=O)c2ccccc2S(=O)(=O)c2ccc(C(=O)NCc3cccnc3)cc21	1	0	0	8	-3	5	-2	1	3
36	Cc1nc(C)c(NC(=O)OC(C)C)cc1NC(=O)OC(C)C	7	-2	-3	7	2	-1	-4	1	1
37	CCc1ccc2c(c1)C1(NN=C(c3ccccc3)S1)C(=O)N2 (centres undefined)	13	4	-9	8	-10	8	22	14	10
38	CN(C(=O)CSC1=NC2C(N=N1)c1cc(Br)ccc1N2C)C1CCCCC1 (centres undefined)	0	-1	0	12	4	-2	3	-5	6
39	O=C(NC1CC2CCC(C1)N2Cc1ccccc1)c1ccccc1Br (centres undefined)	4	2	-4	-1	4	3	5	-3	0
40	COc1ccc(C)c2sc(N(CCCN(C)C)C(=O)c3ccc4c(c3)OCCO4)nc12	7	0	-5	6	-3	3	3	0	1
41	Cc1ccccc1NC1=NCC(c2ccc([N+](=O)[O-])cc2)S1 (centres undefined)	-3	4	2	8	16	-1	-6	2	7
42	COc1cccc(NC(=O)C(c2ccccc2)N2CCN(CC(=O)N3CCOCC3)CC2)c1 (centres undefined)	1	1	2	-6	.	.	0	-6	-5
43	O=C1CSC(=S)N1CC1CCCO1 (centres undefined)	-32	-2	-114	-7	13	-7	-17	-14	-6
44	Cc1ccccc1-n1ncc2c1CC(C)(C)CC2NC(=O)CCC1=NNC(=O)CC1 (centres undefined)	4	-7	-2	15	10	-1	1	-1	4
45	Cc1ccc([N+](=O)[O-])cc1N	-1	1	2	-4	6	0	-6	-1	4
46	O=c1c2c3c(sc2nc2n1CCCCC2)CCCC3	2	-1	3	1	1	-1	6	4	3
47	Cc1ccc(C)c(Nc2c([N+](=O)[O-])ccc3nonc23)c1	5	-1	-1	4	1	5	1	6	6
48	COc1ccc(S(=O)(=O)N2CN(CCc3ccc(OC)c(OC)c3)c3nc4ccccc4nc32)cc1	0	0	-3	5	-7	-7	-1	8	1
49	CN(CC(=O)Nc1ccc2c(c1)OCCO2)Cc1nc2ccccc2c(=O)[nH]1	4	-3	0	13	.	.	4	0	-2
50	O=c1[nH][nH]c(=O)c2cc([N+](=O)[O-])ccc12	-2	-2	-2	10&-3	.	.	1	0&7	1&-3

Continuation:
entry	mol	pPAFAH FP inh	LYPLA1 inh	PAD4 FP inh	PAFAH1B3 FP inh	GSTO1 counter	Fam108B inh	PME-1 inh	PAFAH2 FP inh	PAFAH1B2 inh
51	Cc1cnc(CN(C)C(=O)C2CCC(=O)N(CCc3cccc(F)c3)C2)[nH]1 (centres undefined)	7	1	-4	0	7	0	-3	0	2
52	OCCC#Cc1ccc(CN2CCN(Cc3ccsc3)C(CCO)C2)cc1 (centres undefined)	1	-3	4	-9	3	-2	2	-8	-2
53	Cc1cccn2c(=O)c3cc(S(=O)(=O)c4ccccc4)c(=N)n(CC4CCCO4)c3nc12 (centres undefined)	3	3	3	.	-2	-1	-6	.	.
54	Cc1ccc(S(=O)(=O)NCC(=O)N(CC(=O)NCc2ccco2)Cc2ccc3c(c2)OCO3)cc1	-1	3	-4	4	0	1	-4	8	5
55	O=C(NC(c1ccccc1)c1ccccn1)c1cccc([N+](=O)[O-])c1 (centres undefined)	3	-1	0	.	0	-2	0	.	.
56	CCCc1[nH]n(-c2nc3ccccc3s2)c(=O)c1C=NCCCN(CC)CC	1	-2	-10	1	-49	-1	1	6	9
57	CN(CC(=O)Nc1ccccc1C(F)(F)F)C(=O)Cc1ccc(S(=O)(=O)N2CCOCC2)s1	10	-1	-1	12	8	0	-2	9	4
58	O=C(Nc1cccc2nsnc12)c1ccc(F)cc1	2	0	6	1	-8	5	0	1	-5
59	CCCn1c(Sc2nc3c(c(=O)[nH]c(=O)n3C)n2CCC)nc2c1c(=O)[nH]c(=O)n2C	-4	2	1	2	5	1	-1	-1	1
60	C=CCNC(=S)NNc1nc(Nc2ccccc2)nc(N2CCCCC2)n1	5	1	-1	5	-6	-2	2	7	5
61	CN(c1ccc(C(=O)Nc2cccnc2)cc1)S(=O)(=O)c1ccc(Cl)cc1	-9	-1	-3	-1	5	2	-4	-9	5
62	CCCCn1c(N)c(N(CCOC)C(=O)COC(=O)c2ccccc2OCC)c(=O)[nH]c1=O	-2	5	-1	2	-3	-2	10	-6	-3
63	CCc1noc(C)c1C(=O)Nc1nc2ccc(F)cc2s1	-2	-3	2	0	-3	0	-2	-3	0
64	CCCC(c1nnnn1Cc1cccs1)N1CCN(C)CC1 (centres undefined)	-5	-1	5	9	0	-2	-2	-2	1
65	CC1CC(C)(C)CC2(C1)NC(=O)N(CC(=O)Nc1ccc3[nH]c(=O)[nH]c3c1)C2=O (centres undefined)	0	-3	-2	2	.	.	-3	0	5
66	CCC/C(O)=C1\C(=O)CC(c2ccccc2)CC1=NCCc1c(C)[nH]c2ccc(C)cc12 (centres undefined)	6	-3	2	-1	0	1	10	-4	1
67	Cc1cccc(C)c1NC(=O)Cn1c(=O)n(CCC(=O)NCc2ccco2)c(=O)c2sccc21	3	-2	3	0	-3	-1	2	16	5
68	COc1ccc(C)cc1NC(=O)CCC(=O)Nc1nnc(C(F)(F)F)s1	-4	-4	0	4	-1	1	-8	13	3
69	COc1cc(/C=N/NC(=O)c2ccccc2O)ccc1OCC(=O)Nc1ccccc1	9	-1	-4	-11	16	-11	-19	-13	-1
70	COc1ccc(C(=O)CC(=O)c2ccccc2O)cc1OC	3	-2	1	4	0	0	1	0	2
71	Cc1ccc(-c2cc(C(F)F)n3ncc(C(=O)NN4CCCCC4)c3n2)cc1	-3	-4	4	7	1	-4	-3	-4	0
72	COC(=O)C[C@H]1c2cc(F)ccc2S(=O)(=O)N1Cc1ccccc1OC	9	2	-4	5	-8	-3	1	1	-4
73	COCCNC(=O)CN1C(=O)CSc2ccc(S(=O)(=O)N3CCOCC3)cc21	1	-2	1	8	4	-4	-6	-5	2
74	Cc1ccc(C)n1NC(=O)c1ccc(Cl)cc1	5	1	2	5	-9	-1	7	0	1
75	CCc1cc2c(N[C@@H](Cc3ccccc3)C(=O)O)ncnc2s1	1	-1	-5	4	-24	1	-5	9	-1
76	Cc1ccc(-n2c(SCC3CCCCO3)nnc2-c2ccco2)cc1 (centres undefined)	4	-4	2	-3	6	0	0	8	-2
77	CCc1ccccc1NC(=O)/C(=C/c1ccco1)c1ccccc1	5	0	-6	-2	-5	-3	3	-8	5
78	CCN(CC)CCC#CC1(O)c2ccccc2-c2ccccc21	6	-1	-2	19	2	-8	3	-5	-3

This is a subset; rates above refer to the full screens.
